High-throughput results from PubChem BioAssay.
Sm TGR inh: inhibitors of Schistosoma mansoni thioredoxin glutathione reductase; Q962Y6; purified TGR, DTNB reduction, TNB absorbance 405 nm; Potency, µM (highest dose often 114 µM), inactives show at the highest dose activity change, negative = inhibition, actives largely listed as inhibitors; 3% of 360,000 active; AID 485364; further: potency means the concentration at half of the fitted maximal effect; nearly all actives have a fitted effect of over 60% in size
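First, TGR (20 nM dispensed) and NADPH were mixed with compound. Second, a 15 min room-temperature incubation followed. Third, further NADPH and then DTNB were added to start the reaction. Finally, TNB absorbance was monitored kinetically.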
FBPA Giardia inh: Giardia lamblia aldolase inhibition; A8B2U2; purified Giardia FBPA; Potency, µM (titrated, usually from 59.6 µM), for inactives: at the highest dose activity, negative = inhibition, usual class: inhibitors; 0.71% of 290,000 active; AID 2451; further: potency means the concentration at half of the fitted maximal effect; nearly all actives have a fitted effect of over 55% in size
Target sequence (A8B2U2 whole entry, looked up): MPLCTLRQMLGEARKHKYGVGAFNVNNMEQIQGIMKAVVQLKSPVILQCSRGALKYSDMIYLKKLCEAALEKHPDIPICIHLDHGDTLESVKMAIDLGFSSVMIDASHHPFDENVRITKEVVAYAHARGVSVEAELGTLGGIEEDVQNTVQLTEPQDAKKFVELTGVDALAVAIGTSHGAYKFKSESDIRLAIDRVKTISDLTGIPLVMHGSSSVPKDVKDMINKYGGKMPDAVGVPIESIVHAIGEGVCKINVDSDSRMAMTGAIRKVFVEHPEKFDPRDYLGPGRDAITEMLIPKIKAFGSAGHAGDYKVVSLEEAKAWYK
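Giardia FBPA (40 nM reagent) was preincubated 10 min at RT with compound (up to 57.5 uM final), then substrate plus GAPDH/TPI/NAD/arsenate coupling system with diaphorase/resazurin was added; resorufin fluorescence (525/598 nm) was read after 20 min.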
AmpC inh detg: inhibitors of E. coli AmpC beta-lactamase with detergent | P00811 | AmpC hydrolysis of nitrocefin, absorbance 480 nm, 0.01% Triton | Potency, µM (doses to about 114 µM), inactives show top-dose activity change, negative = inhibition, actives largely listed as inhibitors | 0.041% of 370,000 active | AID 485294;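 further: potency means the concentration at half of the fitted maximal effect; 0% = no-compound wells and -100% = no-enzyme wells; nearly all actives have a fitted effect of over 25% in size; some results filed as inactive show a strong effect at the top dose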
Target sequence (P00811 whole entry, looked up): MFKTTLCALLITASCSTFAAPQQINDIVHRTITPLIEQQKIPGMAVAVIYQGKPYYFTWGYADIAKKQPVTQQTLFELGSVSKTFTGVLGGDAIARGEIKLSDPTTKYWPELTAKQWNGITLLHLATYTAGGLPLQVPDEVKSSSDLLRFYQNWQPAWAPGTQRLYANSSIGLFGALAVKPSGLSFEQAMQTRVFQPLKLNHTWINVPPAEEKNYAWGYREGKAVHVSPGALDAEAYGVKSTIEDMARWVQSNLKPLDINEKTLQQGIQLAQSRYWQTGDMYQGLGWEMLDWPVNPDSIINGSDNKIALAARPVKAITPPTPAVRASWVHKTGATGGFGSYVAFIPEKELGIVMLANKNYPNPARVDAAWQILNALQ
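AmpC (5.3 nM in the dispensed reagent) in 20 mM phosphate pH 7.0 with 0.01% (detergent screen) or 0.0001% Triton X-100 was preincubated with compounds for 15 min at room temperature. Nitrocefin was then added from an 800 uM solution, and hydrolysis was followed at 480 nm.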
HCMV inh: human cytomegalovirus inhibition; HFF cells, HCMV-luciferase reporter, 72 h; hits give low values; activity change, negative = inhibition, % at 57.5 µM; 4.5% of 410,000 active; AID 1259415; in the data active means activity change below about -60%; inconclusive means no clear call, values can overlap the other calls; inactive means above about -39%
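HFF cells seeded 16 h at 37C, treated with compounds, infected with luciferase-reporter HCMV at MOI 1 PFU/cell; luciferase read at 72 h post infection, normalized to buffer-only and Salinomycin controls.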
AMA1 RON2 block: inhibitors of Plasmodium falciparum AMA1-RON2 interaction. AlphaScreen AMA1-biotinylated RON2 peptide binding. Potency, µM (top dose mostly 58.2 µM), for inactives: at the top dose activity change, negative = inhibition, most hits filed as inhibitors. 0.2% of 360,000 active. AID 720542;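 further: potency means the concentration at half of the fitted maximal effect; 0% = vehicle wells and -100% = peptide control; nearly all actives have a fitted effect of over 45% in size; some results filed as inactive show a strong effect at the top dose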
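AMA1 (3D7) with his tag at 25 nM final met compounds first, then biotinylated RON2 peptide at 25 nM; detection used donor plus acceptor beads, 10 µg/mL apiece, read by AlphaScreen after 30 min at room temperature.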
HCV inhibitor: HCV inhibition. Huh7.5.1 HCVcc-Cre infection, luciferase reporter, 44 h. Potency, µM (doses to about 41.8 µM), for inactives: at the top dose activity change, negative = inhibition, most hits filed as inhibitors. 3.4% of 340,000 active. AID 651820; further: potency means the concentration at half of the fitted maximal effect
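1,000 cells/well; 4 h culture; + compound; + HCVcc-Cre (~0.5 moi); 44 h; luciferase substrate, RT 15 min; read 15 sec.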
* = called active by the depositor; ? = inconclusive; . = no result given; & = joins results of further samples; [ ] = another dose, or the depositor's remark. Unless noted, the call rests on the fitted dose curve; in most records, active means well fitted curve in the direction sought with a large enough effect; inconclusive means small, poorly fitted or top-dose-only effect, or another doubt; inactive means no such curve, though single readings can be large; an effect the other way counts as inactive or inconclusive. Unless noted, on the % scale 0 is the no-effect control and ±100 the full control effect.

SMILES | Sm TGR inh | FBPA Giardia inh | AmpC inh detg | HCMV inh | AMA1 RON2 block | HCV inhibitor
COc1cc2c(C#N)c(N3CCCCC3)nc(N)c2c(N)n1 | -15.1% | 2.23µM* | ? | -3.5 | 39.8%[activator] | ?
CCOC(=O)c1nc(Nc2ccc(C(=O)OC(C)C)cc2)c2ccccc2n1 | -2.0% | . | -9.7% | -33.6 | . | .
CNc1nc(N2CCc3ccccc32)ncc1F | 5.3% | ? | -0.5% | 95.5 | -8.3% | 3.16µM*
CCC1S/C(=C(\C#N)C(=O)NCc2ccco2)N(c2ccc(Br)cc2)C1=O (configuration not stated) | -13.5% | 0.7% | -1.1% | 31.6 | -7.8% | 12.6%
CC(=O)Nc1ccc(O)cc1[N+](=O)[O-] | 1.8% | 4.4% | 0.9% | -19.9 | -18.1% | 15.7%
COc1ccc(NC(=O)CN(C)C(=O)c2cc(-c3ccc(C)o3)nc3ccccc23)cc1 | 28.2µM* | . | -14.6% | 28.2 | 0.7% | -21.8%
COC(=O)C(C)C1Sc2ccccc2NC1=O (configuration not stated) | 0.0% | -20.5% | -10.1% | -14.8 | 0.6% | 0.7%
COc1cccc(OCC(O)CN2CC(C)CC(C)C2)c1 (configuration not stated) | 9.9% | 2.4% | 2.6% | 17.6 | -12.7% | -8.1%
O=C(NC(c1ccccc1)c1ccccc1)C1CCCO1 (configuration not stated) | -15.9% | -2.1% | -8.0% | 116.0 | 6.2% | 10.2%
Cc1cccc(C(=O)OCC(=O)Nc2nccs2)c1 | -0.9% | 1.9% | -14.4% | -31.7 | -4.3% | 13.2%
Cc1ccc(CC(=O)Nc2ncc([N+](=O)[O-])s2)cc1 | . | 16.0% | 2.7% | 36.6 | -2.6% | -4.9%
O=c1cc[nH]c2ccc(OC(F)(F)F)cc12 | 16.1% | -1.5% | -1.1% | 4.7 | -13.6% | 5.6%
COc1ccc(N2CCN(C3CC(=O)N(Cc4ccc(N5CCCC5=O)cc4)C3=O)CC2)cc1 (configuration not stated) | 0.0% | -5.2% | -8.4% | -26.2 | 36.0%[activator] | ?
O=C(O)/C=C/c1cn(Cc2ccccc2)nc1-c1ccc(Cl)cc1 | 4.9% | 12.8% | 7.1% | 7.8 | -3.8% | -15.5%
COc1ccccc1-c1nc(SCC(=O)O)n[nH]1 | -1.9% | 10.3% | -1.4% | 24.1 | 10.8% | 16.9%
CC(=O)c1nc(N2C(=O)CC(Cc3ccccc3)C2=O)sc1C (configuration not stated) | 0.2% | 2.7% | 10.5% | -6.6 | -6.7% | 10.4%
CCCCN(CCCNC(=O)c1cc(Nc2ccccc2OC)nc2ccccc12)c1ccccc1 | -1.8% | . | 2.8% | -9.3 | . | .
COc1ccc(CCN(C)Cc2c(O)ccc3ccccc23)cc1OC | 1.41µM* | -8.4% | -2.5% | 51.6 | -5.2% | 7.2%
CC12CN3CCN(CC(C3)/C1=N\NC(=O)c1ccccc1N)C2 | 15.9% | 0.1% | 0.7% | 73.6 | 11.6% | 7.6%
O=C1N[C@H](Cc2ccccc2)COC(=O)[C@H](Cc2ccc(F)cc2)C/C=C\C[C@H]1CC(=O)N(CCO)Cc1ccccc1 | . | . | . | 37.5 | 2.3% | ?
O=C(Cn1c(-c2ccccc2)noc1=O)N1CCC(Cc2ccccc2)CC1 | 0.0% | -1.5% | -3.3% | 4.4 | 26.7% | -12.8%
Cc1nc(C(=O)NCC(=O)c2ccc(Cl)cc2)c(C(F)(F)F)o1 | 5.1% | 9.1% | ? | 3.6 | 10.8% | -19.0%
Cc1cc(/C=C2/NC(=O)N(c3ccccc3)C2=O)c(C)n1-c1cccnc1 | -12.5% | -9.7% | -10.3% | -36.8 | -16.9% | ?
O=C(CSc1ccsc1[N+](=O)[O-])NC1CCCC1 | ? | -1.7% | 0.9% | ? | 3.9% | 4.6%
CC(NCc1ccc(Cl)cc1Cl)C(O)c1ccccc1 (configuration not stated) | 6.9% | . | -5.6% | 50.6 | 6.0% | 3.2%
Further results follow:
SMILES | Sm TGR inh | FBPA Giardia inh | AmpC inh detg | HCMV inh | AMA1 RON2 block | HCV inhibitor
COc1cccc(OCC(=O)Nc2c3c(nn2-c2ccc(F)cc2)CS(=O)(=O)C3)c1 | -36.0% | . | -11.3% | 37.5 | 5.5% | .
CC(O)c1cccc(-c2ccc(CN3C[C@]4(CO)O[C@@H](CO)C[C@@H]4S3(=O)=O)cc2)c1 (some centres not stated) | . | . | . | -12.8 | -0.1% | 6.8%
COc1ccccc1CNC(=O)COC(=O)c1ccc(-n2cnnn2)cc1 | 2.4% | . | 1.0% | -31.2 | -5.4% | 1.2%
CC1CN(C(=O)c2cc3cc(Cl)cc(Cl)c3oc2=O)CC(C)O1 (configuration not stated) | -6.4% | 0.1% | -10.5% | -27.5 | 0.0% | 14.3%
CC12C(=O)N(n3cnnc3)C(=O)C1C1C=CC2C1 (configuration not stated) | 7.0% | 1.3% | -2.3% | -10.2 | -2.4% | 7.8%
COc1ccc(OCc2cc(C(=O)N[C@H]3CCCCNC3=O)no2)c(Cl)c1 | -22.4% | . | -7.9% | 61.1 | 1.6% | 25.1%
COCCCNc1nc(NCc2ccc(C)cc2)c2cnn(C)c2n1 | -1.8% | . | 4.9% | -16.2 | . | .
COC(=O)C1CCN(Cc2cc(=O)oc3cc(C)c(Cl)cc23)CC1 | 5.2% | 2.6% | -4.5% | -25.4 | -4.2% | 11.3%
Cc1ccc(S(=O)(=O)N2CCCC2C(=O)Nc2nccs2)cc1 (configuration not stated) | -4.3% | -0.8% | -11.0% | 29.0 | -0.4% | ?
CC(C)NS(=O)(=O)c1ccc(OCC(=O)NCc2ccco2)cc1 | . | -0.6% | 4.0% | 0.5 | 0.0% | -13.7%
O=C(CSc1ncccn1)NC(=O)c1ccccc1 | 8.2% | -0.2% | 2.6% | -31.8 | 1.4% | 2.2%
O=C(O)CSCCc1ccccn1 | -3.0% | ? | -14.7% | 26.7 | -4.5% | 12.4%
COc1ccc(-c2cc(=O)c3cc(F)ccc3[nH]2)cc1 | -6.8% | -6.3%[89.2 µM] | ? | -12.1 | 3.3% | 2.0%
COc1ccccc1N1CCN(C(=O)C2CCN(S(=O)(=O)Cc3ccccc3)CC2)CC1 | -0.4% | . | 11.2% | 7.5 | . | .
Cn1c(N/N=C2\CCCc3ccccc32)nc2c1c(=O)n(Cc1ccc(F)cc1)c(=O)n2C | 3.8% | -1.0% | 0.7% | -2.3 | -0.3% | 4.6%&-19.4%
CCOC(=O)CC1C(=O)NCCN1C(=O)c1cc2c(=O)n3cccc(C)c3nc2s1 (configuration not stated) | 35.5µM* | -3.1% | -5.9% | 71.8 | 1.8% | 11.8%
Cc1cccc2c(=O)c(C(=O)N3CCCCCC3)c[nH]c12 | 6.9% | 2.6% | -13.4% | 27.6 | 35.9%[activator] | 5.7%
N#Cc1cccc(NC(=O)COC(=O)Cn2nc(-c3ccccc3)oc2=O)c1 | 3.9% | . | ? | -65.4* | 22.0% | 17.2%
O=C(c1ccco1)N(CCC(c1ccccc1)c1ccco1)Cc1ccco1 (configuration not stated) | 10µM* | -4.6% | -8.3% | 11.5 | -24.0% | 24.7%
O=C(/C=C/c1ccccc1)Nc1cccnc1Cl | 1.0% | -0.3% | ? | 35.2 | -5.1% | -25.7%
CC(=O)OC(C(=O)NC1CCCCC1)c1cccc(F)c1 (configuration not stated) | 1.1% | 3.6% | 0.8% | 8.4 | 0.0% | 11.5%
CCOC(=O)[C@@H]1[C@H]2COc3cc(OC)ccc3[C@@H]2N2C(=O)N(c3ccc(F)cc3)C(=O)[C@]12C | 3.9% | -0.7% | -5.2% | -28.2 | -2.4% | -0.1%
Cc1ccnc(SCc2cn3c(C)cc(C)nc3n2)n1 | -2.2% | -14.8% | 6.9% | 4.7 | -1.1% | 12.9%
COc1cccc(C2=CC(c3ccccc3)n3nnnc3N2)c1 (configuration not stated) | -3.2% | -15.7% | 8.6% | -15.6 | -1.3% | -6.2%
O=C(Nc1ccccc1)c1ccc(N2CCN(c3ccccc3)CC2)c(S(=O)(=O)N2CCOCC2)c1 | -2.3% | -0.4% | ? | 34.0 | -5.3% | -6.9%
(next part)
SMILES | Sm TGR inh | FBPA Giardia inh | AmpC inh detg | HCMV inh | AMA1 RON2 block | HCV inhibitor
O=C(CS(=O)CC(=O)N(CC(=O)NC1CCCC1)c1ccccc1F)Nc1ccc(F)cc1 (configuration not stated) | 4.0% | 17.5% | 8.6% | 33.4 | 15.1% | -0.5%
C/C(=N\NC(=O)c1ccc(Cl)c(S(=O)(=O)Nc2ccccc2Cl)c1)c1ccncc1 | 5.8% | 6.4% | -6.1% | ? | 24.9% | 15.1%
Cn1c(=O)cc(Nc2ccc(Cl)cc2)[nH]c1=O | 8.2% | -9.5% | -0.3% | 1.0 | 0.9% | -4.1%
O=C(COc1ccccc1Cl)NC(=S)Nc1ccccc1N1CCCC1 | -11.7% | -5.3% | -3.4% | 5.4 | 22.4% | -9.8%
COc1ccc(F)cc1S(=O)(=O)N1CCN(Cc2ccc3c(c2)OCO3)CC1 | -0.8% | 1.6% | 1.2% | 18.4 | -3.7% | 0.0%
Cc1cccc(N2CCN(C(=O)C3CCN(S(=O)(=O)N4CCOCC4)CC3)CC2C)c1 (configuration not stated) | 48.2%[activator] | 5.2% | -4.5% | -16.9 | 5.2% | ?
Cc1cc2oc(=O)cc(CNc3ccccc3F)c2cc1O | -20.3% | 3.5% | 2.6% | -25.0 | 26.7% | -18.0%
COc1ccc(Cn2c(CCC(=O)N3CCN(c4ccccn4)CC3)nc3ncccc3c2=O)cc1 | 2.9% | -2.0% | -4.8% | -8.3 | -8.8% | 13.0%
Cc1cc(SCC(=O)OC/C(O)=C(\C#N)c2nc3ccccc3[nH]2)c(C)cc1Br | -19.9% | -11.8% | -6.1% | ? | 85.5%[activator] | 2.2%
COc1ccc(N2C(=NC(=O)C(C)Oc3ccccc3)SC3CS(=O)(=O)CC32)cc1 (configuration not stated) | -24.4% | . | 3.2% | -10.7 | -4.4% | 19.6%
Cc1ccc(S(=O)(=O)n2cnc(C)c2)cc1 | 2.3% | ? | -12.8% | 11.6 | 17.1% | 18.3%
CC(=O)Nc1ccc(S(=O)(=O)Nc2ccc3[nH]c(=O)[nH]c3c2)cc1 | 2.8% | -4.5% | 10.4% | 3.8 | 17.7% | -19.7%
CCOc1ccc(NC(=O)c2ccccc2CO)cc1 | -24.3% | -2.3% | ? | -17.1 | -0.5% | 9.3%
O=C(Nc1ccc(Cn2cccn2)cc1)c1ccc(COc2ccccc2Br)cc1 | 10.3% | -15.4% | ? | -83.4* | -17.8% | 12.6µM*
O=C(COc1ccccc1[N+](=O)[O-])Nc1ccc(CN2CCOCC2)cc1 | 2.7% | 6.2% | -12.6% | -38.3 | -15.4% | -9.6%
C=CCOC(Cn1ccnc1)c1ccc(Cl)cc1Cl (configuration not stated) | -1.6% | . | 2.6% | ? | -3.7% | 5.0%

Full records, quoted from the list. Values in the order: Sm TGR inh, FBPA Giardia inh, AmpC inh detg, HCMV inh, AMA1 RON2 block, HCV inhibitor
Listed for Cc1cc2oc(=O)cc(CNc3ccccc3F)c2cc1O → -20.3%, 3.5%, 2.6%, -25.0, 26.7%, -18.0%
Listed for O=C(COc1ccccc1[N+](=O)[O-])Nc1ccc(CN2CCOCC2)cc1 → 2.7%, 6.2%, -12.6%, -38.3, -15.4%, -9.6%
